Assay outcomes as filed in PubChem.
B2AR arrestin: beta2AR (human) beta-arrestin recruitment activity | Potency, µM (top dose mostly 46.1 µM), for the others: at the top dose activation, usual class: activators | 330,000 compounds, 0.02% hits | beta-arrestin recruitment to beta2AR, cell-based reporter | P07550;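 note: potency is the fitted concentration of half-maximal effect; 0% = DMSO controls and full agonism = EC100 isoproterenol or metaproterenol; nearly all actives have a fitted effect of over 65% in size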
S-ASM inh: blocks human secretory acid sphingomyelinase. P17405. placental ASM, HMU-PC fluorogenic substrate, 60 min. Potency, µM (doses to about 57.5 µM), without a hit: at the top dose activity change, negative = inhibition, usual class: inhibitors. 340,000 compounds, 0.006% hits; note: potency is the fitted concentration of half-maximal effect
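Fluorescence read-out (Ex 386 nm, Em 447 nm) after stopping the reaction at pH 10. Enzyme: ASM from human placenta; substrate HMU-PC0, 9 uM final; 60 min, 37 °C. Compound preincubation 10 min, ambient temperature.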
uPA surface inh: blocks generation of uPA at the cell surface. cell surface uPA generation assay, qHTS. Potency, µM (top dose mostly 38.3 µM), for the others: at the top dose activity change, negative = inhibition, actives largely listed as inhibitors. 330,000 compounds, 0.31% hits; active = well fitted inhibition curve with a large enough effect; inconclusive = small, poorly fitted or top-dose-only effect; inactive = no such curve, though single readings can be large or run the other way; tested in mouse RAW 264.7 cells; note: potency is the fitted concentration of half-maximal effect; % is set by controls: 0 for no effect and ±100 for the full control effect; nearly all actives have a fitted effect of over 55% in size
Eya2 inh: Eya2 (human) phosphatase inhibition; O00167; 330,000 compounds, 0.006% hits; recombinant Eya2, OMFP fluorescence dephosphorylation (OMFP is methylfluorescein phosphate); Potency, µM (series often up to 76.9 µM), for inactives: at the highest dose activity, negative = inhibition, hits mostly inhibitors; note: potency is the fitted concentration of half-maximal effect; % is set by controls: 0 for no effect and ±100 for the full control effect
Target sequence (O00167 whole entry, looked up): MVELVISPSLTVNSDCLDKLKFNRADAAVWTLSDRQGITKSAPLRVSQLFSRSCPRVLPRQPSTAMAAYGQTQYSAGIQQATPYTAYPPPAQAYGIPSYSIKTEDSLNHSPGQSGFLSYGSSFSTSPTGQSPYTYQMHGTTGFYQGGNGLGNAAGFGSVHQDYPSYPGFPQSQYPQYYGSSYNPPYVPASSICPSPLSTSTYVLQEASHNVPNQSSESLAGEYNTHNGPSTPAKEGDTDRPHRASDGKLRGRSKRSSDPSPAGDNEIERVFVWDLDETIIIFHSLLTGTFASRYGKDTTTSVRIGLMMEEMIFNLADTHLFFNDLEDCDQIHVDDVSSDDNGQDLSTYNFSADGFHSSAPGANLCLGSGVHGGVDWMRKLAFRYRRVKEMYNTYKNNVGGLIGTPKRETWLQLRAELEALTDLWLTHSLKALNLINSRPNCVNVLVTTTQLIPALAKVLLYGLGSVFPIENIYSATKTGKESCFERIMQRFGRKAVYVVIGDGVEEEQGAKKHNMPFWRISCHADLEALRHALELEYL
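Eya2 protein (added as 0.2 uM solution) was preincubated with compound for 10 min at ambient temperature in 50 mM HEPES pH 7.5, 50 mM NaCl, 5 uM MgCl2, 0.05% BSA, 1 mM DTT. OMFP (added at 50 uM) then reacted 10 min; fluorescence read at 485/525 nm.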
USP2a block: inhibitors of human ubiquitin-specific protease USP2a | AID 463254 | USP2 core, Ub-CHOP2 coupled fluorogenic reporter, 485/531 | 330,000 compounds, 0.01% hits | O75604 | Potency, µM (titrated, usually from 38.3 µM), inactives show at the top dose activity change, negative = inhibition, most hits filed as inhibitors;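 note: potency is the fitted concentration of half-maximal effect; plate controls were DMSO wells for no effect and full inhibition by NEM control for full effect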
Target sequence (O75604 whole entry, looked up): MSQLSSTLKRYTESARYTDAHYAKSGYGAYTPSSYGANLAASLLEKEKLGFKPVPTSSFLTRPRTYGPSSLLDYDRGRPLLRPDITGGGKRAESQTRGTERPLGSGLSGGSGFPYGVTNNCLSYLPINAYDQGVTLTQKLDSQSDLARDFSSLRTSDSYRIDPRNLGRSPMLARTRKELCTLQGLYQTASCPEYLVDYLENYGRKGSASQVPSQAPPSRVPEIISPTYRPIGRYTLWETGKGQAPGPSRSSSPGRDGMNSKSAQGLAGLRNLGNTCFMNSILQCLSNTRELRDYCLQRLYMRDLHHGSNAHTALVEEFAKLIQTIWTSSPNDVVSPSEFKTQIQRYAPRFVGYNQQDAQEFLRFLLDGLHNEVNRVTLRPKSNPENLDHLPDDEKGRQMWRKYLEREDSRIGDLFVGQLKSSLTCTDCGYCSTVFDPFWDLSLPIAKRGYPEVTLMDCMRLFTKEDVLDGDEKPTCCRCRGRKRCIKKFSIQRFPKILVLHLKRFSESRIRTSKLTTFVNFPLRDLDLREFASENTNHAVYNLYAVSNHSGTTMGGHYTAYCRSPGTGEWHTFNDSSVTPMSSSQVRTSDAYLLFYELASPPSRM
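USP2 core (10nM final) preincubated 30min RT with compound in 20mM Tris-HCl pH 8.0, 2mM CaCl2, 2mM beta-mercaptoethanol, 0.05% CHAPS; 25nM Ub-CHOP2 plus 25nM reporter substrate added, fluorescence (Ex485/Em531) read after 60min.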
ELG1 genotoxic: inducers of genotoxicity in HEK293T ELG1-luciferase cells. HEK293T ELG1-luciferase reporter, luminescence, 16 h. Potency, µM (doses to about 46 µM), without a hit: at the top dose activity change, positive = activation, actives largely listed as activators. 330,000 compounds, 1.3% hits. AID 504466; note: potency is the fitted concentration of half-maximal effect; % of control where 0% means no effect; nearly all actives have a fitted effect of over 60% in size
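Cells (2,000/well) expressing the ELG1-luciferase fusion are dosed by pin tool and kept 16 hr at 37 °C, 5% CO2. Signal comes from ONE-Glo luciferase reagent after 30 min at room temperature.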
BRCA1 expr up: increases BRCA1 expression | MCF7-BRCA1-FFLuc reporter, luminescence, 48 h; response scale: scaled: vehicle 0%, 10 µM genistein 100% | AID 624202 | 380,000 compounds, 1.1% hits | Potency, µM (titrated, usually from 46.1 µM), for the others: at the highest dose activation, hits mostly activators; note: potency is the fitted concentration of half-maximal effect; nearly all actives have a fitted effect of over 80% in size; some results filed as inactive show a strong effect at the top dose
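First, MCF7-BRCA1-FFLuc cells (2000/well) attach for 2 h; next, compounds are pin-added and incubated 48 h at 37 °C; finally, luciferase reagent is added and luminescence read after 15 min.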
TRPV1 ag: agonists of human vanilloid receptor 1 (TRPV1); TRPV1-expressing cells, Fluo-8 calcium influx, agonist mode; activation, % at 8.33 µM; 320,000 compounds, 0.19% hits; in the data active = activation above about 80%; inconclusive = between about 30% and that limit; note: 0% is about no effect
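Fluo-8 calcium influx in TRPV1-expressing cells, kinetic read (ex 480/em 520 nm). Compound added and read 3 min for agonist activity, followed by capsaicin at EC20 final and 2 min further read for enhancement.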
Integrin act MD: activators of alpha7 integrin expression for muscular dystrophy; alpha7betagal myoblasts, beta-gal FDG fluorescence, 48 h; Potency, µM (doses to about 38.3 µM), without a hit: at the top dose activation, actives largely listed as activators; 350,000 compounds, 0.064% hits; AID 624291;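 note: potency is the fitted concentration of half-maximal effect; 100% = response of the positive control SU9516; nearly all actives have a fitted effect of over 60% in size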
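alpha7betagal+/- myoblasts (passage 13, 250/well) treated 48 h at 37C with compounds at 1:260 dilution of DMSO stock. Lysed, then beta-galactosidase activity read as FDG fluorescence (ex 480/em 540) after 30 min, with pre-read for autofluorescence.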
p53 reactivation: mutant p53 re-activation in reporter cells | H1299 p53-A138V BP100-luciferase reporter, luminescence, 24 h | Potency, µM (series often up to 92.2 µM), for the others: top-dose activity change, positive = activation, actives largely listed as activators | AID 504706 | 320,000 compounds, 0.063% hits; note: potency is the fitted concentration of half-maximal effect; % of control where 0% means no effect; nearly all actives have a fitted effect of over 45% in size
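H1299 (p53-null), stable ts p53-A138V + BP100-Luc; 1000 cells/well, Opti-MEM/10% FBS; cpd 4 pt, 1:5; 24 h, 37 deg C, 5% CO2; detection reagent 10 min RT; luminescence.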
TSG101-PTAP inh: blocks PTAP/TSG101 interaction to inhibit HIV-1 budding; Q99816; Fluorescence polarization, FITC-PTAP peptide / Tsg101 binding; Potency, µM (titrated, usually from 115 µM), without a hit: top-dose activity change, negative = inhibition, hits mostly inhibitors; 340,000 tested, under 10 active; active = well fitted inhibition curve with a large enough effect in the main read-out, with a control signal flat, not every such curve was filed as active; inconclusive = small, poorly fitted or top-dose-only effect, or effect the other way, or a change in a side signal; inactive = no such curve, though single readings can be large or run the other way; note: potency is the fitted concentration of half-maximal effect; % of control where 0% means no effect
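Compounds were pin-transferred onto Tsg101 binding domain (10 uM final) in HEPES pH 7.5 buffer, then FITC-PTAP peptide was added at 50 nM final. After 20 min at RT, polarization reported peptide displacement across a qHTS concentration series.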
An asterisk follows results filed as active; ? = inconclusive; nt = not tested or not shown; [ ] = dose if it differs, or a comment. Unless noted, calls come from the whole dose curve; as a rule, active = well fitted curve in the direction sought with a large enough effect; inconclusive = small, poorly fitted or top-dose-only effect, or another doubt; inactive = no such curve, though single readings can be large; an effect the other way counts as inactive or inconclusive. An unsorted share of the library. About 2.6% of those tested had a hit in this group.

SMILES	B2AR arrestin	S-ASM inh	uPA surface inh	Eya2 inh	USP2a block	ELG1 genotoxic	BRCA1 expr up	TRPV1 ag	Integrin act MD	p53 reactivation	TSG101-PTAP inh
CN1C(=O)C2C(c3ccc(N(C)C)cc3)NN(Cc3ccccc3)C2C1=O (centres undefined)	0.4%	7.6%	2.7%	2.8%	-0.3%	0.1%	-15.4%	17.0	9.6%	10.3%	-4.5%
COCCNC(=S)NNC(=O)CSCc1ccc(Cl)cc1Cl	0.3%	-2.9%	-0.2%	0.2%	-0.5%	-2.8%	42.2%	-1.0	18.1%	31.7%	-1.8%
Cc1oc(-c2ccc(-c3ccccc3)cc2)nc1CN(CCO)C(C)C	-0.2%	-0.5%	-2.5%	-7.9%	-0.6%	?	20.0%	-1.3	-36.1%	-9.3%	-0.1%
Cc1occc1C(=O)NCc1nc(-c2ccc(Cl)cc2)no1	-0.7%	1.5%	2.3%	5.3%	3.0%	-4.7%	-22.0%	-0.1	-14.5%	-0.9%	-6.2%
CSc1ncccc1C(=O)NC1CCCCCCC1	0.5%	0.8%	-1.0%	-22.0%	0.6%	3.3%	-0.5%	3.5	4.8%	0.1%	-3.9%
Cc1cc(C(=O)NCC(c2ccco2)N(C)C)no1 (centres undefined)	-0.1%	-0.4%	0.7%	4.7%	-1.8%	-3.9%	0.3%	-2.5	-22.9%	0.6%	-5.7%
O=C(c1ccc2nc3ccc(Cl)cc3c(=O)n2c1)N1CCOCC1	0.3%	nt	-9.9%	-2.7%	0.2%	1.3%	11.9%	-8.1	10.2%	-0.2%	nt
C/C(=N\NC(=S)NCCc1ccccc1)c1ccc(Cl)cc1	-0.3%	-15.7%	-0.1%	-2.7%	-0.4%	-5.9%	-38.9%	2.2	-5.1%	?	-1.3%
O=C(O)c1ccc(-n2c(-c3ccccc3)n[nH]c2=S)cc1	-1.4%	-0.4%	3.4%	18.8%	0.5%	0.7%	20.3%	-2.0	0.8%	-2.3%	-2.3%
COc1ccc(Cl)cc1NC(=O)COC(=O)CCNS(=O)(=O)c1cccs1	0.2%	1.1%	-0.6%	2.0%	1.0%	-0.6%	3.9%	1.6	-5.7%	-3.3%	-3.2%
CCOC(=O)Sc1nc2ncncc2[nH]1	nt	12.7%	-4.5%	nt	nt	nt	3.6%	nt	42.0%	nt	-3.9%
C/C(CC(=O)NC(C)C)=N\NC(=O)COc1cc(C)c(Br)cc1Br	-0.1%	5.8%	-2.6%	-1.6%	1.9%	1.4%	-8.8%	-6.6	2.0%	-23.8%	-5.5%
Cc1ccc(NC2=C(N3CCOCC3)C(=O)c3ccccc3C2=O)cc1	0.1%	-17.9%	?	-24.5%	3.5%	6.51µM*	-69.1%	-3.9	-38.6%	-20.7%	-8.0%
C=CCNC(=O)c1ccccc1NC(=O)c1cccc2ccccc12	0.0%	0.9%	8.8%	7.5%	-0.1%	-13.7%	7.0%	?	15.4%	-4.7%	-8.0%
COCCNC(=O)c1csc2c1CCCC2	0.2%	4.0%	-7.4%	-6.9%	1.3%	0.9%	18.0%	0.0	-16.5%	17.5%	0.4%
Cc1ccc(C)c(NC(=O)CS(=O)(=O)c2c[nH]c3ccccc23)c1	-0.3%	-0.3%	-0.6%	-9.8%	-1.5%	-0.8%	-22.9%	25.9	6.3%	-7.4%	-0.3%
Cc1ccccc1CNC(=O)c1ccc2ccccc2n1	3.0%	-12.8%	3.2%	-1.7%	5.7%	-1.2%	-6.8%	?	-9.9%	17.3%	-5.8%
Fc1ccccc1-c1cc2ncccc2cn1	-1.9%	2.3%	?	16.6%	0.5%	?	?	4.7	4.6%	?	1.6%
CCC(C)N(C(=O)c1csnn1)C(C(=O)NC(C)(C)C)c1ccccc1 (centres undefined)	0.0%	3.9%	0.8%	3.4%	0.8%	-0.3%	-8.3%	-3.5	8.1%	-3.9%	-4.8%
COC(=O)[C@@H]1CCCN1C(=O)CCc1nnc(C2CCCCC2)o1	0.0%	4.3%	-5.2%	2.3%	1.1%	1.3%	27.5%	2.0	43.0%	10.7%	-1.5%
Cc1ccc(-c2nc3cnccn3c2Nc2ccc3c(c2)OCO3)o1	-0.8%	-7.9%	-12.1%	-18.0%	3.2%	2.6%	-39.6%	5.1	8.9%	-0.2%	-3.8%
Fc1ccccc1-c1n[nH]c(=S)n1Cc1ccccc1	0.2%	-2.3%	3.4%	6.6%	0.6%	1.3%	-6.1%	1.1	-17.9%	0.1%	-6.0%
COC(=O)[C@@]12CCCN1[C@H](c1ccc(-c3ccc(F)cc3)c(OC)c1)[C@H]1C(=O)N(C)C(=O)[C@H]12	-0.1%	-6.3%	4.6%	-19.7%	-0.8%	-0.1%	2.7%	7.7	-11.5%	-6.9%	-0.5%
Cc1ccc(/C=C/C(=O)OCC(=O)NC(C)C)o1	0.0%	-1.1%	2.6%	-4.4%	0.1%	1.8%	-4.9%	2.8	3.2%	1.4%	-3.9%
CN(CC(=O)Nc1ccc2c(c1)OCO2)S(=O)(=O)c1ccc(F)cc1	-0.3%	-1.3%	1.5%	1.7%	-0.1%	8.5%	27.4%	2.8	3.0%	12.7%	-2.4%

Single records (already shown). Order of screens: B2AR arrestin, S-ASM inh, uPA surface inh, Eya2 inh, USP2a block, ELG1 genotoxic, BRCA1 expr up, TRPV1 ag, Integrin act MD, p53 reactivation, TSG101-PTAP inh
O=C(O)c1ccc(-n2c(-c3ccccc3)n[nH]c2=S)cc1 is listed with -1.4%, -0.4%, 3.4%, 18.8%, 0.5%, 0.7%, 20.3%, -2.0, 0.8%, -2.3%, -2.3%
COC(=O)[C@@H]1CCCN1C(=O)CCc1nnc(C2CCCCC2)o1 is listed with 0.0%, 4.3%, -5.2%, 2.3%, 1.1%, 1.3%, 27.5%, 2.0, 43.0%, 10.7%, -1.5%
Cc1ccc(NC2=C(N3CCOCC3)C(=O)c3ccccc3C2=O)cc1 is listed with 0.1%, -17.9%, ?, -24.5%, 3.5%, 6.51µM*, -69.1%, -3.9, -38.6%, -20.7%, -8.0%
COCCNC(=O)c1csc2c1CCCC2 is listed with 0.2%, 4.0%, -7.4%, -6.9%, 1.3%, 0.9%, 18.0%, 0.0, -16.5%, 17.5%, 0.4%

The list goes on:
SMILES	B2AR arrestin	S-ASM inh	uPA surface inh	Eya2 inh	USP2a block	ELG1 genotoxic	BRCA1 expr up	TRPV1 ag	Integrin act MD	p53 reactivation	TSG101-PTAP inh
Cc1cccc(N2CCN(C(=O)c3ccccc3NC(=O)C3=CSCCO3)CC2C)c1 (centres undefined)	0.4%	-0.9%	-0.6%	1.2%	0.4%	-2.3%[9.26 µM]	-0.8%	16.7	-20.7%	1.6%	-3.5%
O=S(=O)(c1cccc2cccnc12)N1CCCCC1	-0.1%	-0.2%	1.3%	3.9%	0.0%	-0.7%	-0.9%	2.8	-25.2%	12.7%	0.7%
Cc1cc(C)n(-c2nc(NC(C)(C)C)nc(NC(C)(C)C)n2)n1	?	0.7%	1.4%	0.3%	0.3%	-4.3%	-29.9%	10.5	4.8%	3.5%	-2.8%
O=C(CCc1ccccc1)Nc1cc2c3c(c1)CCC(=O)N3CCC2	0.1%	1.3%	5.1%	-6.9%	1.8%	3.4%	-20.7%	-3.8	-9.9%	1.6%	1.6%
O=S(=O)(c1ccccc1)C1(S(=O)(=O)c2ccccc2)CCCC1	0.0%	0.1%	-1.1%	7.1%	2.9%	-2.8%	7.9%	1.6	10.4%	10.3%	-4.2%
Cc1cccc(C)c1NC(=O)CN1CCN(CC(=O)NCC2(N3CCCCC3)CCCCC2)CC1	-0.2%	6.1%	2.6%	-3.2%	1.0%	1.5%	2.7%	-1.0	-1.6%	-1.6%	-12.1%
COCCn1c(C)cc(C(=O)CSc2n[nH]c(N)n2)c1C	-0.3%	1.4%	2.8%	5.6%	2.5%	?	33.0%	0.2	-5.6%	17.4%	-6.8%
Cc1ccc2cc(C(c3nnnn3Cc3ccccc3)N3CCN(c4ccccc4)CC3)c(=O)[nH]c2c1 (centres undefined)	0.3%	-7.8%	-5.2%	18.2%	-0.8%	-14.0%	-21.9%	4.5	-2.0%[7.66 µM]	-2.1%	-0.8%
Cc1ccc(NC(=O)N2CCCC2C(=O)NCc2ccccc2Cl)cc1 (centres undefined)	-1.8%	-0.3%	5.4%	4.9%	3.2%	0.2%	0.0%	4.1	17.3%	3.2%	-3.1%
O=C(C1CC1)N1CCc2[nH]c3ccccc3c2C1	-0.9%	9.0%	0.8%	-11.2%	2.9%	1.3%	35.3%	10.3	11.2%	?	-6.3%
